Assay outcomes as filed in PubChem BioAssay.
Chronic BCR inh: blocks chronic active B-cell receptor signaling; ABC-DLBCL IkBa-CBG/CBR reporter, luminescence ratio, 4 h; Potency, µM (highest dose often 46.1 µM), without a hit: at the highest dose ratio change, negative = lower green/red ratio, most hits filed as inhibitors; 340,000 tested, 0.05% active; active = well fitted inhibition curve with a large enough effect in the signal ratio, with a control signal flat, not every such curve was filed as active; inconclusive = small, poorly fitted or top-dose-only effect, or effect the other way, or a change in a side signal; the % refers to the signal ratio;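 note: potency is the fitted concentration of half-maximal effect; plate controls were basal doxycycline-induced cells for no effect and cells given 10 µM MG132 for full effect; MG132 reads +100%, hits lower the ratio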
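Compounds up to 46 uM were incubated four hours with TMD8 cells whose green CBG68 luciferase is fused to IkappaBalpha; red CBR luminescence normalised the signal, and concentration-effect curves were fitted to fusion, red and ratio data.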
Giardia killer: Giardia lamblia killing; 340,000 tested, 0.15% active; AID 540267; Giardia lamblia trophozoite viability; activity change, % at 7.66 µM, hits read low; in the data active = activity change below about -80%; inconclusive = between about -30% and that limit;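 note: parasites exposed to compound for two days anaerobically before the ATP read; % is set by controls: 0 for no effect and ±100 for the full control effect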
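Luminescent ATP signal served as the viability read-out, measured 15-30 min after adding ATP detection reagent to trophozoites that had been incubated with compounds for 48 hrs at 37 deg C anaerobically at 100 cells/well.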
A-T KAP1 phos: potential ataxia-telangiectasia treatments restoring KAP-1 phosphorylation | […] A-T fibroblasts, KAP-1 phosphorylation AlphaLISA; neocarzinostatin DNA damage 30 min before lysis | Potency, µM (doses to about 57.5 µM), for inactives: at the top dose activation, actives largely listed as activators | 320,000 tested, 0.19% active | AID 485349; note: potency is the fitted concentration of half-maximal effect; % of control where 0% means no effect; nearly all actives have a fitted effect of over 45% in size
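hTERT-immortalized A-T patient fibroblasts ([…]), 500 cells/well in OPTI-MEM, 1% FBS, got compounds for 60 min, then NCS for 30 min at 37C. Lysates were then assayed for phospho-KAP-1 by AlphaLISA (anti-pKAP1 donor, anti-KAP1 acceptor beads), 6 hr at 25C.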
hERG WT inh: inhibitors of human wildtype KCNH2 potassium channel | Q12809 | U2OS, BacMam KCNH2, thallium flux FluxOr; stronger effect = lower value | activity change, % at 1.84 µM | 340,000 tested, 0.37% active | AID 720551;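 active = maximum activity change below -70%; inconclusive = maximum activity change between -70% and -50%; inactive = maximum activity change above -50%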; note: % is set by controls: 0 for no effect and ±100 for the full control effect
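U2OS cells transduced with wild-type KCNH2 virus are loaded with FluxOr dye for 45 min, and thallium flux is measured in kinetic reads before and after stimulation buffer. Rate constants are normalized to DMSO controls.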
TCR act: activates T cell receptor signaling | primary human leukocytes, anti-CD3, IL-2 HTRF, 48 h | Potency, µM (series often up to 9.22 µM), for inactives: top-dose activation of IL-2 secretion, actives largely listed as activators | 330,000 tested, under 10 active | AID 504894; note: % of control where 0% means no effect
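Using a-CD3 beads without co-stimulation, primary human leukocytes were exposed to compounds for 48 hr. An HTRF IL-2 kit measured the cytokine, with europium-to-d2 energy transfer producing emission at 665nm upon 320nm excitation.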
GALK inh: galactokinase (human) inhibition | P51570 | Purified GALK, Kinase-Glo residual ATP luminescence | Potency, µM (top dose mostly 57.5 µM), inactives show top-dose activity change, negative = inhibition, actives largely listed as inhibitors | 270,000 tested, 0.007% active | AID 1868; note: potency is the fitted concentration of half-maximal effect; % is set by controls: 0 for no effect and ±100 for the full control effect
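Luminescence from leftover ATP (Ultra-Glo luciferase/luciferin) served as read-out after a 1 h room-temperature reaction of 5 nM GALK with 35 uM ATP and 100 uM galactose.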
TSHR antagonist: blocks TSH signaling through the human TSH receptor; 330,000 tested, 0.2% active; AID 504810; P16473; activity change, negative = inhibition, % at 11.5 µM; TSHR-expressing cells, TSH-stimulated cAMP HTRF, 2 h; stronger effect = lower value;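 active = activity change below a set negative limit, meaning inhibition stronger than a set level, cut at about -70% in these data; inconclusive = activity change between two set negative limits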; note: % is set by controls: 0 for no effect and ±100 for the full control effect
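Cell-based HTRF cAMP assay; TSHR cells + compound, TSH EC80 (4nM final), 2 h, 37 deg C. Lysis with anti-cAMP cryptate and cAMP-d2, 30 min RT, read 665/620 nm.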
FBPA coupling cs: counter-screen for Giardia aldolase inhibitors: coupling enzyme system; coupling enzyme system counterscreen, AmpLite Red fluorescence; activity change, negative = inhibition, % at 58.2 µM, hits read low; 290,000 tested, 0.67% active; AID 2472; in the data active = activity change below about -30%; note: % is set by controls: 0 for no effect and ±100 for the full control effect
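Final compound at 57.5 uM, incubated 10 min at RT with coupling enzyme reagent (glyceraldehyde-3-phosphate), then 20 min with substrate and AmpLite Red detection. Fluorescence read at 525/598 nm; tests interference with the coupling assay, not aldolase inhibition.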
Tb PFK block: T. brucei PFK enzyme inhibition | 330,000 tested, 0.17% active | Potency, µM (doses to about 57.5 µM), for inactives: at the highest dose activity, negative = inhibition, most hits filed as inhibitors | T. brucei PFK, ADP-Glo luminescence | O15648;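 note: potency is the fitted concentration of half-maximal effect; 0% = uninhibited 1x PFK enzyme wells and -100% = no-enzyme wells; nearly all actives have a fitted effect of over 60% in size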
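Compounds were pin-transferred as a titration series up to 57 uM into substrate buffer (0.5 mM F6P, 0.1 mM ATP, pH 8.0), then 1.25 nM PFK was added and reactions ran 45 min before ADP-Glo detection.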
MLL CXXC-DNA inh: MLL CXXC-DNA interaction inhibition | 290,000 tested, 0.037% active | Potency, µM (titrated, usually from 115 µM), inactives show at the highest dose activity change, negative = inhibition, actives largely listed as inhibitors | AID 2662 | MLL-CXXC / FITC-HOXA9 DNA fluorescence polarization; active = well fitted inhibition curve with a large enough effect in the polarisation, with a control signal flat, not every such curve was filed as active; inconclusive = small, poorly fitted or top-dose-only effect, or effect the other way, or a change in a side signal; inactive = no such curve, though single readings can be large or run the other way; the % refers to the polarisation; note: potency is the fitted concentration of half-maximal effect
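Purified MLL-CXXC (added from a 7 uM solution) was preincubated 5 min at ambient with pinned compounds in 50 mM Tris-HCl pH 7.5, 50 mM NaCl, 1 mM DTT, 0.05% BSA. Fluorescein-labeled HOX-A9 DNA (50 nM solution) followed, 30 min, then polarization read.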
* = called active by the depositor; ? = inconclusive; nt = no result given; [ ] = dose if it differs, or a comment. Unless noted, calls come from the whole dose curve; as a rule, active = well fitted curve in the direction sought with a large enough effect; inconclusive = small, poorly fitted or top-dose-only effect, or another doubt; inactive = no such curve, though single readings can be large; an effect the other way counts as inactive or inconclusive.

| compound | TCR act | hERG WT inh | A-T KAP1 phos | Chronic BCR inh | MLL CXXC-DNA inh | FBPA coupling cs | Tb PFK block | GALK inh | TSHR antagonist | Giardia killer |
| --- | --- | --- | --- | --- | --- | --- | --- | --- | --- | --- |
| O=C(Oc1c(-c2ccccc2)c(=O)n2c3c(cccc13)CC2)c1ccc(Cl)cc1 | -4% | 4 | -5% | -2% | 43%[activator] | 2 | 0% | -1% | -7 | -3 |
| CCC1CCCCN1C(=O)CSc1nnc(-c2c[nH]c3ccccc23)o1 (stereo not given) | 1% | 15 | 12% | ? | 6% | 0 | 3% | 1% | -27 | 16 |
| COc1ccccc1C(=O)OCC(=O)c1cccc([N+](=O)[O-])c1 | 3%[46.1 µM] | 7 | 3% | ? | 5% | -3 | 2% | 0% | -2 | -6 |
| O=C1CC(N2CCC(c3nc4ccccc4s3)CC2)C(=O)N1 (stereo not given) | 4% | -16 | 6% | 1% | 4% | 0 | -1% | -3% | 4 | -16 |
| CCOC(=O)/C(C#N)=C/c1c(N2CCN(c3ccccc3)CC2)nc2c(C)cccn2c1=O | 10% | 4 | 10% | 3% | ? | -1 | -4% | nt | 7 | 1 |
| CC(CCc1ccccc1)NC(=O)C(C)OC(=O)c1ccco1 (stereo not given) | -4% | 0 | 5% | ? | nt | nt | -3% | nt | -4 | 6 |
| NC(=O)c1ccsc1NC(=O)c1ccc(S(=O)(=O)N2CCCCC2)cc1 | 1% | -7 | 6% | ? | 15% | 0 | 7% | 0% | -11 | 23 |
| Cc1ccc(SCC(=O)NCCCc2ccccc2)cc1 | 1% | 2 | 5% | 3% | ? | 0 | -1% | 0% | -8 | -23 |
| COCCN(CC(=O)Nc1cccc(C)c1C)C(=O)c1ccc(S(=O)(=O)N2CCOCC2)cc1 | 2% | -2 | 3% | -2% | nt | nt | -3% | nt | 9 | 5 |
| CCCc1cc(=O)n(-c2nc3ccccc3s2)[nH]1 | 3% | 2 | 4% | 11% | -10% | 5 | -5% | 3% | 7 | -5 |
| O=C(Nc1ccc(F)cc1F)N1CCN(CCc2ccccc2)CC1 | -2% | 1 | -3% | 0% | -9% | 2 | 1% | -2% | 8 | 21 |
| Cc1ccc2c(c1)C(=O)OC1(O)C3C4C=CC(C4)C3C(=O)N21 (stereo not given) | -1% | -1 | -7% | -3% | -18% | 0 | 1% | -2% | -5 | 8 |
| COc1ccc(Cn2c(CCC(=O)NCCC(C)C)nc3ncccc3c2=O)cc1 | -2% | -6 | -9% | 1% | -7% | 2 | 11% | -4% | 0 | 4 |
| CC(=O)c1ccc(C(=O)NC2CCCN(Cc3ccccc3F)C2)cc1 (stereo not given) | nt | 5 | 2% | -3% | 6% | 0 | 3% | 4% | 3 | 16 |
| O=C(Nc1cc(Br)c(O)c(Br)c1)c1cccc(NC(=O)c2ccco2)c1 | 5% | -1 | 3% | -13% | -8% | 5 | 7% | 0% | -9 | 8 |
| COc1cc(NC(=O)CCc2ccccc2)c(C(=O)O)cc1OC | -2% | -11 | 4% | ? | 4% | 1 | -1% | 3% | 3 | -17 |
| CC(C)C[C@@H]1NC(=O)[C@H](Cc2ccccc2)N(C)C(=O)[C@H](C)NC(=O)c2ccccc2NC(=O)[C@H](Cc2ccc(O)cc2)N(C)C1=O | -3% | 13 | 8% | ? | 32%[activator] | -3 | 1% | 2% | -10 | -16 |
| O=C(O)CCCCCN1C(=O)c2ccc(C(=O)O)cc2C1=O | 2% | 5 | 3% | -5% | 7% | 6 | 2% | 11% | 3 | 8 |
| CCn1c(=O)cc(OCC(=O)Nc2nc(C)cs2)c2ccccc21 | -4% | 1 | 11% | ? | -4% | 0 | 5% | -2% | -8 | 7 |
| O=C(Cn1c2c(sc1=O)C1c3ccccc3OCC1CS2)Nc1ccc(Cl)cc1 (stereo not given) | -1%[46.1 µM] | -4 | -2% | 2% | 9% | 3 | 0% | -2% | 15 | 8 |
| COC(=O)c1[nH]c(C)c(/C(O)=C2\C(=O)C(=O)N(CCCN3CCOCC3)C2c2ccccn2)c1C (stereo not given) | 2% | -7 | 1% | 0% | -6% | -20 | 0% | 0% | 3 | -6 |
| COC(=O)c1ccccc1NC(=O)Nc1ccc(Br)cn1 | 4% | -15 | -5% | ? | 6% | 2 | 1% | 5% | -4 | 30[activator] |
| O=C(NN=C1CCN(Cc2ccccc2)CC1)C(O)c1ccccc1 (stereo not given) | 1%[46.1 µM] | 0 | 0% | -3% | -2% | 1 | -1% | 0% | 3 | 14 |
| Cc1nn(-c2ccccc2)c(Cl)c1/C=C(\C#N)C(=O)NC(C)C | 2%[46.1 µM] | -6 | 1% | ? | 7% | 3 | 0% | 0% | -3 | 11 |
| N=C1C(c2ccc(Br)cc2)=C(O)C2CCc3ccccc3N12 (stereo not given) | -4% | -1 | 3% | ? | 0% | -4 | -4% | 4% | -2 | -4 |
| CCOC(=O)C1=CN(Cc2cccc(-c3ccc(F)cc3)c2)S(=O)(=O)N(C)C1C (stereo not given) | -11%[46.1 µM] | -2 | -18% | -4% | nt | nt | 3% | nt | -37 | 19 |
| O=C(CCCC(=O)N(c1ccc2c(c1)OCCO2)C(C(=O)NC1CCCCC1)c1ccc(F)cc1)Nc1ccccn1 (stereo not given) | 1% | -4 | -1% | 1% | 4% | 0 | -2% | -2% | 6 | -3 |
| COc1ccc(C2=Nc3nc(-c4ccccc4)cn3C(c3ccc(OC)cc3)C2)cc1 (stereo not given) | 1%[46.1 µM] | -7 | 11% | 4% | 23% | -1 | 0% | -2% | -8 | ? |
| Cc1cccc(C)c1NC(=S)N(CCN(C)C)C(C)c1cccnc1 (stereo not given) | -1% | 15 | -3% | 3% | 22% | 0 | -8% | 1% | 9 | -1 |
| Cc1ccc(C)c(N2CCN(C(=O)CCCCCn3c(=S)[nH]c4ccc(N5CCOCC5)cc4c3=O)CC2)c1 | -3% | -8 | 4% | ? | -3% | -1 | -3% | 8% | ? | 8 |
| CS(=O)(=O)N(CC(=O)Nc1ccc2c(c1)OCO2)Cc1ccccc1 | 0% | -2 | 3% | -12% | -3% | 2 | 4% | 1% | 3 | -15 |
| COc1ccc(-c2nnc(SCC(=O)Nc3cc(S(=O)(=O)N4CCCCC4)ccc3Cl)n2N)cc1 | 6%[46.1 µM] | 2 | 5% | -2% | 9% | 4 | 0% | 1% | -4 | -4 |
| Cc1cc2c3c(c1)C1(C(=O)N3C(C)(C)CC2C)C(C#N)=C(N)OC2=C1C(=O)CC(C)(C)C2 (stereo not given) | 3%[46.1 µM] | 5 | -2% | -7% | 7% | -2 | -2% | -4% | -1 | 6 |
| COc1cccc(C(C2=C(O)CC(C)(C)CC2=O)C2C(=O)CC(C)(C)CC2=O)c1 (stereo not given) | -1%[46.1 µM] | 6 | -2% | 3% | -6% | 1 | 3% | 0% | 5 | -3 |
| CC(C)C(=O)Nc1nnc(COc2ccc(Cl)cc2)s1 | 5% | 0 | 30% | ? | 2% | 0 | 1% | 2% | 15 | -9 |
| COc1ccc2c(c1)c(/C=N/Nc1nc3ccccc3[nH]1)c(C)n2C | -7% | 1 | -1% | 16µM* | 20% | 0 | 0% | 0% | -10 | 25 |
| COc1ccccc1-c1cn[nH]c1-c1ccc(OCc2ccccc2F)cc1O | -7% | 5 | -11% | 16% | -8% | -7 | 1% | 0% | 6 | 0 |
| Cc1c(F)cccc1NS(=O)(=O)c1ccc2c(c1)NC(=O)CO2 | -8% | 5 | 5% | -1% | 4% | -5 | -1% | 1% | -2 | ? |
| O=C(c1cc(-c2ccc(Br)cc2)on1)N1CCOCC1 | 1% | 0 | 6% | ? | 7% | -4 | -1% | -4% | -10 | -16 |
| COc1ccccc1-n1c(SCC(=O)Nc2cccc(C(=O)O)c2)nnc1-c1ccccc1O | 0% | -16 | -7% | 5% | -13% | -7 | -3% | -1% | -10 | 1 |
| O=C(NC1CCCCC1)c1cc(S(=O)(=O)N2CCOCC2)c(Cl)cc1Cl | -1% | -2 | 9% | 3% | 22% | 3 | -2% | -1% | 14 | 32[activator] |
| CC(C)c1ccc(CNc2nc3nc4c(c(=O)n3[nH]2)CCC4)cc1 | -9% | -5 | 2% | 14% | -13% | 3 | -1% | 6% | 7 | 5 |
| CCN(CC)C(=O)Cn1cc(C(=O)C(=O)NCc2cccnc2)c2ccccc21 | 2% | -9 | 0% | -16% | -6% | -1 | 0% | -1% | 4 | 26 |
| CCCCc1nc2cc(C(=O)N3CCCCC3CC(=O)OCC)ccc2o1 (stereo not given) | 2% | 8 | -3% | -2% | 13% | -2 | 1% | -5% | -9 | 10 |
